Bioassay records as filed in PubChem.
PI4K2A block: qHTS for small molecular inhibitors of PI4K2A. purified PI4K2A, ADP-Glo luminescence, 1 h; active compounds read low. activity change, negative = inhibition, % at 76.9 µM. actives 0.13% (n = 420,000); in the data active = activity change below about -50%; inconclusive = mostly about -30% to -49%;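 note: -100% = wells without enzyme as full effect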
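In this quantitative HTS, ADP production by PI4K2A was quantified luminescently after 1 h at ambient temperature; 100 microM adenosine served as plate-quality control.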
ALOX12 inh: Primary qHTS assay for inhibitors of human arachidonate 12S-lipoxygenase (ALOX12): Round 2 | purified 12hLO, xylenol orange hydroperoxide absorbance | actives 1.1% (n = 580,000) | Polyunsaturated fatty acid lipoxygenase ALOX12 (Homo sapiens), P18054 | Potency, µM (series often up to 108 µM), without a hit: top-dose activity change, negative = inhibition, hits mostly inhibitors; note: potency is the fitted concentration of half-maximal effect
Target sequence (P18054 whole entry, looked up): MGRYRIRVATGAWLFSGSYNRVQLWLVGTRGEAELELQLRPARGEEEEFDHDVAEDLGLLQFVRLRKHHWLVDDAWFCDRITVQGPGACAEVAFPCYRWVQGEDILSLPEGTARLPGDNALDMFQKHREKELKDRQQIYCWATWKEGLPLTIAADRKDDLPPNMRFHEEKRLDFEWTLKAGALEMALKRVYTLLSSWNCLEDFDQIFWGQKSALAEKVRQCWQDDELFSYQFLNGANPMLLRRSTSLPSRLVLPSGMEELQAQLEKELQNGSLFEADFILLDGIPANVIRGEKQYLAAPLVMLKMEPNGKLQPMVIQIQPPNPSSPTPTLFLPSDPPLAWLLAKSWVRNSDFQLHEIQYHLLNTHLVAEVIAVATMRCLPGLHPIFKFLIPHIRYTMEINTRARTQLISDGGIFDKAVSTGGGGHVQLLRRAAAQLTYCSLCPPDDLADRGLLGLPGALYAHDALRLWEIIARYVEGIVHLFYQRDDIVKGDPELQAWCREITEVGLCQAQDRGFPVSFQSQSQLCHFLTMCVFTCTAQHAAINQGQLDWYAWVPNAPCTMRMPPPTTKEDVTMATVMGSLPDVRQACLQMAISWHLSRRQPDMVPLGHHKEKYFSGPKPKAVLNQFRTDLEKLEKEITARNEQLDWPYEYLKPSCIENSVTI
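Hydroperoxide product was detected by ferrous iron/xylenol orange as the 573 to 405 nm absorbance ratio. Arachidonic acid at 40 uM (final) was turned over for 30 min at room temperature by 150 nM human 12hLO, pH 7.0 Hepes buffer, after 15 min compound preincubation.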
GLS inhibitor: qHTS for Inhibitors of Glutaminase (GLS). GLS enzymatic activity, qHTS titration. Potency, µM (top dose mostly 45.5 µM), for inactives: top-dose activity change, negative = inhibition, hits mostly inhibitors. actives 0.21% (n = 410,000). AID 624170, 2012; note: potency is the fitted concentration of half-maximal effect
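Assay buffer: 45 mM KH2PO4 pH 8.2, 0.02% Tween-20. hKGA acts on L-glutamine (1 mM solution added); product glutamate is reported by an oxidase/peroxidase Amplex Red coupling, with fluorescence taken at baseline and 30 min.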
Active calls of the source: *; i = inactive; ? = inconclusive; & = joins results of further samples; [ ] = another dose, or the depositor's remark. Unless noted, calls come from the whole dose curve; as a rule, active = well fitted inhibition curve with a large enough effect; inconclusive = small, poorly fitted or top-dose-only effect, or another doubt; inactive = no such curve, though single readings can be large or run the other way. Unless noted, % is set by controls: 0 for no effect and ±100 for the full control effect. The list is partial, so the mix of outcomes need not match the whole.

SMILES | ALOX12 inh | PI4K2A block | GLS inhibitor
COc1cccc(C2CCN(C)C2)c1 (centres undefined) | 19.4% | -0.8 | 10.9%
CN1CCN(C(=O)COc2ccc(S(=O)(=O)Nc3ccc(Cl)cc3)cc2)CC1 | 0.5% | 2.1 | 0.2%
O=C(c1ccco1)N1Cc2ccccc2-n2nncc2C1 | -17.0% | 1.1 | 1.9%
S=C(NCCc1ccccc1)N1Cc2cc(N3CCOCC3)ccc2-n2nncc2C1 | -5.5% | -1.9 | 5.7%
O=S(=O)(c1cccc2ccccc12)N1Cc2ccccc2-n2nncc2C1 | -3.0% | -0.2 | -1.3%
CC(C)(C)C(=O)N1Cc2cc(-c3cccc(F)c3)ccc2-n2nncc2C1 | -0.2% | -5.5 | 4.5%
CCOC(=O)CC1c2ccccc2-n2nncc2CN1CC1CCCCC1 (centres undefined) | ? | -0.4 | -4.6%
O=C1C2CCN(CC2)C1(CO)CO | 10.0%&0.0% | 6.8 | -5.4%
c1ccc(N2Cc3ccccc3-n3nncc3C2)nc1 | -24.3% | -8.6 | 8.6%
CCCCCN1C(=O)c2cc(OC)ccc2[C@@]2(C(=O)OCC)Cc3cc(OC)ccc3[C@@H]12 | ? | 16.1 | -2.0%
CC(C)(C)C(=O)N1Cc2cc(N3CCCCC3)ccc2-n2nncc2C1 | ? | -1.3 | 32.2%
CC1(CCCc2ccc(N(CCCl)CCCl)cc2)NC(=O)NC1=O (centres undefined) | -10.9% | -2.2 | 0.3%
O=C(NC1CCCCC1)N1Cc2cc(N3CCCCC3)ccc2-n2nncc2C1 | ? | -1.3 | 50.6%[activator]
CCOC(=O)c1cccc(C2=C(CNC(=O)c3ocnc3C)[C@H]3CC[C@@H](C2)N3Cc2ccccc2)c1 | -6.3% | -5.6 | 4.9%
Nc1cccc(SC2CC(=O)N(c3ccc(Cl)cc3C(=O)c3ccccc3)C2=O)c1 (centres undefined) | -9.9% | -3.1 | -4.6%
c1cc2c(cc1N1CCOCC1)CNCc1cnnn1-2 | 7.3% | -3.0 | -0.7%
O=S(=O)(c1ccc(Cl)cc1)N1Cc2cc(Br)ccc2-n2nncc2C1 | -1.5% | -3.4 | 2.6%
CN(C)c1ccccc1 | -5.9% | 0.9 | 1.1%
Cc1ccc(-n2c(=S)[nH]c3ccccc3c2=O)cc1F | -23.5% | -0.1 | 0.5%
Cc1cccc(C)c1-n1nnnc1C(c1cccc2ccccc12)N1CCC(n2c(=O)[nH]c3ccccc32)CC1 (centres undefined) | -28.5% | 0.1 | 0.5%
CS(=O)(=O)c1ccc(C2=C(CNC(=O)c3cccnc3)[C@H]3CC[C@@H](C2)N3Cc2ccco2)cc1 | -18.1% | -1.7 | 1.8%
COC1CC2C=C(C)C=CC=CC(=O)NC(c3ccccc3)CC=CCCC(O)CC(=O)C2=C1O (centres undefined) | 6.1% | -12.5 | ?
Cc1ccc(S(=O)(=O)Oc2ccccc2C=C2C(=O)NC(=O)NC2=O)cc1 | ? | -17.4 | 3.8%
COc1ccc(C(CC(=O)c2ccc3c(c2)OCO3)c2c(O)c3ccccc3oc2=O)cc1OC (centres undefined) | ? | -1.0 | -5.1%
CS(=O)(=O)c1ccc(C2=C(CNC(=O)c3cccs3)[C@H]3CC[C@@H](C2)N3Cc2ccco2)cc1 | ? | -3.6 | 3.6%

For convenience, 5 of the compounds above:
SMILES | ALOX12 inh | PI4K2A block | GLS inhibitor
CS(=O)(=O)c1ccc(C2=C(CNC(=O)c3cccnc3)[C@H]3CC[C@@H](C2)N3Cc2ccco2)cc1 | -18.1% | -1.7 | 1.8%
COC1CC2C=C(C)C=CC=CC(=O)NC(c3ccccc3)CC=CCCC(O)CC(=O)C2=C1O (centres undefined) | 6.1% | -12.5 | ?
Cc1ccc(S(=O)(=O)Oc2ccccc2C=C2C(=O)NC(=O)NC2=O)cc1 | ? | -17.4 | 3.8%
COc1ccc(C(CC(=O)c2ccc3c(c2)OCO3)c2c(O)c3ccccc3oc2=O)cc1OC (centres undefined) | ? | -1.0 | -5.1%
CS(=O)(=O)c1ccc(C2=C(CNC(=O)c3cccs3)[C@H]3CC[C@@H](C2)N3Cc2ccco2)cc1 | ? | -3.6 | 3.6%

New compounds follow:
SMILES | ALOX12 inh | PI4K2A block | GLS inhibitor
NC(Cc1ccc(Cl)cc1)c1csc(Nc2cnccn2)n1 (centres undefined) | ? | 6.0 | 14.1%
Cc1cccc(C)c1-n1nnnc1C(c1ccccc1)N1CCC2(CC1)C(=O)NCN2c1ccccc1 (centres undefined) | -20.8% | 1.2 | 10.3%
CC(=O)NCC1=C(c2cccc3ccccc23)C[C@@H]2CC[C@H]1N2Cc1ccco1 | -6.5% | -5.2 | 1.9%
N#CC1c2ccccc2-n2nncc2CN1C(=O)c1ccccc1F (centres undefined) | -0.2% | 3.0 | -14.7%
O=[N+]([O-])c1c(Cl)c(Cl)cc(Cl)c1Cl | -12.6%[57.4 µM] | i | -17.6%[99.4 µM]
COc1ccc(C(c2nnnn2C2CCCCC2)N2CCC3(CC2)C(=O)NCN3c2ccccc2)cc1 (centres undefined) | -13.2% | 2.1 | -0.5%
C[C@@H]1CN([C@@H](C)CO)C(=O)CCCn2nncc2CO[C@H]1CN(C)C(=O)Oc1ccc2ccccc2c1 | 0.0% | 0.8 | -9.6%
CC(=O)Nc1ccc(S(=O)(=O)N2Cc3ccccc3-n3nncc3C2)cc1 | 40.3%[activator] | -2.8 | -2.7%
C[C@@H]1CN([C@H](C)CO)C(=O)CCCn2nncc2CO[C@H]1CN(C)C(=O)Oc1ccccc1 | 14.0% | 2.0 | -12.9%
Cc1noc(C)c1COc1ccc(C(=O)NCC2(N(C)C)CCCCC2)cc1 | 11.0% | 0.6 | 10.0%
CC1CC2CC(=O)CCC2(C)C2CCC3(C)C(O)CCC3C12 (centres undefined) | 7.0% | -3.5 | -4.0%
Clc1cccc(Cl)c1NC1=NCCS1 | -3.0% | -22.8 | -10.3%
O=c1[nH]c2ccccc2n1C1CCN(C(c2cccs2)c2nnnn2Cc2ccccc2)CC1 (centres undefined) | -46.7% | -0.6 | 15.8%
CS(=O)(=O)c1ccc(C2=C(CNC(=O)c3nccs3)[C@H]3CC[C@@H](C2)N3CCOc2ccccc2)cc1 | -12.6% | -6.0 | 0.6%
CCOC(=O)[C@]12Cc3ccccc3[C@H]1N(C(C)C)C(=O)c1cc(OC)ccc12 | ? | 20.9 | ?
CS(=O)(=O)c1ccc(C(=O)C2C(=O)CCCC2=O)c([N+](=O)[O-])c1 | ? | ? | ?
COc1ccc(-c2ccc3c(c2)CN(C(=O)C(C)(C)C)Cc2cnnn2-3)cc1 | ? | 1.1 | 14.7%
COc1ccc(-n2nnnc2C(c2ccccc2OC(F)(F)F)N2CCC3(CC2)C(=O)NCN3c2ccccc2)cc1 (centres undefined) | -27.8% | -2.2 | -7.2%
COC(=O)C1=C(c2ccc(OCc3ccccc3)c(F)c2)C[C@@H]2CC[C@H]1N2C | -2.2% | -1.6 | -4.0%
COc1ccc(-n2nnnc2C(c2cccs2)N2CCC3(CC2)C(=O)NCN3c2ccccc2)cc1 (centres undefined) | ? | -6.2 | 18.7%
CCC1(c2ccc(C)cc2)C(=O)NC(=S)NC1=O | ? | -1.7 | 5.5%

Some entries already given with just GLS inhibitor:
Compound,GLS inhibitor
N#CC1c2ccccc2-n2nncc2CN1C(=O)c1ccccc1F (centres undefined),-14.7%
O=[N+]([O-])c1c(Cl)c(Cl)cc(Cl)c1Cl,-17.6%[99.4 µM]
COc1ccc(C(c2nnnn2C2CCCCC2)N2CCC3(CC2)C(=O)NCN3c2ccccc2)cc1 (centres undefined),-0.5%
C[C@@H]1CN([C@@H](C)CO)C(=O)CCCn2nncc2CO[C@H]1CN(C)C(=O)Oc1ccc2ccccc2c1,-9.6%

Rewritten as labelled records: 4 of the compounds above.
> COc1ccc(-n2nnnc2C(c2cccs2)N2CCC3(CC2)C(=O)NCN3c2ccccc2)cc1 (centres undefined)
  ALOX12 inh: ?
  PI4K2A block: -6.2
  GLS inhibitor: 18.7%

> CC(=O)NCC1=C(c2cccc3ccccc23)C[C@@H]2CC[C@H]1N2Cc1ccco1
  ALOX12 inh: -6.5%
  PI4K2A block: -5.2
  GLS inhibitor: 1.9%

> O=S(=O)(c1cccc2ccccc12)N1Cc2ccccc2-n2nncc2C1
  ALOX12 inh: -3.0%
  PI4K2A block: -0.2
  GLS inhibitor: -1.3%

> COc1cccc(C2CCN(C)C2)c1 (centres undefined)
  ALOX12 inh: 19.4%
  PI4K2A block: -0.8
  GLS inhibitor: 10.9%
